Screening results: PubChem, ICCB-Longwood Screening Facility, Harvard Medical School
PV pol inh: inhibitors of poliovirus RNA polymerase binding and polymerization. 0.66% of 150,000 active. % elongation, % (compound at 16.7 µg/mL). poliovirus polymerase elongation, fluorescence polarization; stronger effect = lower value; in the data active means % elongation below about 90%; further: some results filed as inactive read as strong as hits
Target sequence (P03300 1749-2209 limits assumed): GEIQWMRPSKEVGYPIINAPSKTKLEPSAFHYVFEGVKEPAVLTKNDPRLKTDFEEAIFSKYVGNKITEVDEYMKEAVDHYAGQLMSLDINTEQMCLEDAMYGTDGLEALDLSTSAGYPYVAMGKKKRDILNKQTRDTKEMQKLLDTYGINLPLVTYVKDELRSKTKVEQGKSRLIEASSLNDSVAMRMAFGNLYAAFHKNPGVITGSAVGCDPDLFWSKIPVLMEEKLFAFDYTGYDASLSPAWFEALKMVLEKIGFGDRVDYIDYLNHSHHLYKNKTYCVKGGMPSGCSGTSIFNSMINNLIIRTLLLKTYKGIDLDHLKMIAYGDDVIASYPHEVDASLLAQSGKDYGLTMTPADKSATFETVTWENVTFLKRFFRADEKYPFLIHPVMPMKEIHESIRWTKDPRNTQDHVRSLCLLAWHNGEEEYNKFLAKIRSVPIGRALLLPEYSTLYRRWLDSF
PV pol inh FP z-score: second read-out of PV pol inh, no call of its own (marks repeat the call); z-score; measured here: FP z-score; hits read low
* marks the source's active call; other numbers are inactive results; & = joins results of further samples.

SMILES	PV pol inh	PV pol inh FP z-score
O=S(=O)(NCC(O)c1ccccc1)c1ccccc1 (stereo unspecified)	103	-0.2
Cc1cc(C)nc(/N=C(/N)N2CCC(C)CC2)n1	103	0.3
COC(=O)CN(C)S(=O)(=O)c1c(C)cc(C)cc1C	103	0.3
CC1CCCC(C)N1C(=O)CSc1ncccn1 (stereo unspecified)	99	-0.5
CCCCOc1ccc(CNC(=O)C2CCCN(c3nnc(-n4c(C)ccc4C)s3)C2)cc1 (stereo unspecified)	107	0
Brc1ccc(-n2cnc(-c3ccccc3)c2)cc1	106	1
CCOc1ccccc1CN1CCc2nc(N3CCN(C)CC3)ncc2C1	112	1.1
CCOc1cc2c(cc1CNC(CN1CCOCC1)c1ccc(C)cc1)OC(C)C2 (stereo unspecified)	91	-1.6
COc1ccc(NC(=O)C2CCN(c3ccc(Sc4ccc(C)cc4)nn3)CC2)c(OC)c1	110	1.2
COc1ccc(NC(=O)COC(=O)c2nn(C)c(=O)c3ccccc23)cc1	105	0.4
O=C(COC(=O)Cc1ccsc1)NCc1ccccc1	99	-0.9
O=C(Cn1cnc2ccccc21)N/N=C/c1ccccc1	107	0.4
O=C(Nc1ccc(C(F)(F)F)cc1)C(Cc1ccccc1)n1cccc1 (stereo unspecified)	106	0.4
O=C(Nc1ccc(C(=O)N2CCN(c3ccc(Cl)cc3)CC2)cc1)c1nsc2ccccc12	115	1.9
CSc1cccc(NC(=O)CCSc2ccccc2)c1	101	0
COc1cc(-c2nn3cc(-c4ccccc4)nc3s2)cc(OC)c1OC	100	-0.2
Cc1ccc(N(CC(=O)NC(C)c2ccccc2)S(=O)(=O)c2c(C)noc2C)cc1 (stereo unspecified)	102	-1.6
CCOc1ccc2oc(=O)cc(CN3CCN(c4ccc(OC)cc4)CC3)c2c1	107	-0.2
O=C(CCSc1ccc(F)cc1)NNc1ccc(C(=O)O)cc1	103	0.2
CC(C)n1c(O)c(N=NC(=O)Cc2csc(N3CCOCC3)n2)c2ccccc21	98	-0.7
CN(Cc1ccccc1)c1nc2c(S(=O)(=O)c3ccccc3)nnn2c2ccsc12	114	1.1
O=c1c2ccccc2[nH]c(=S)n1C1CCCC1	105&103	0.8&0.3
CCOC(=O)C1CCN(c2c(C(=O)c3ccc(C)cc3)cnc3ccc(F)cc23)CC1	80*	-8.1*
C=CCn1c(C(=O)OCC)cc2oc(C)cc21	101	-0.2
CC(OC(=O)C12CC3CC(CC(O)(C3)C1)C2)C(=O)N1CCCc2ccccc21 (stereo unspecified)	104	0.1
SMILES	PV pol inh	PV pol inh FP z-score
c1ccc(-c2nc3ccccc3[nH]2)cc1	108	0.6
CC(C)n1c(=N)c(C(=O)NC2CCCC2)cc2c(=O)n3ccccc3nc21	105	0.7
CC1=C(c2ccc(C(C)C)cc2)S(=O)(=O)NC1=NCc1ccc(Cl)cc1	99	-1.8
Cc1cc2cc(CNC(=S)NCc3ccccc3)ccc2[nH]1	102	0.3
CC(=O)NC12CC3CC(C1)CC(C(=O)OCC(=O)Nc1ncc(Cl)c(C)c1Cl)(C3)C2	104	0.2
N#Cc1nc(NC(=O)c2cc(-c3cccs3)nc3ccccc23)[nH]c1C#N	114	1.4
COc1ccc(CNc2cc(C)ccn2)cc1	103	0.4
CCCNC(=O)CSc1nccn1Cc1ccco1	102	0.2
CC1CCC(NC(=O)c2ccc3c(c2)N(Cc2cccc(Cl)c2)C(=O)c2ccccc2S3=O)CC1 (stereo unspecified)	107	0.3
COC(=O)c1ccc(C(=O)OC)c(NC(=O)c2ccc(-c3ccccc3)s2)c1	108	0.4
CCOc1ccc2nc(NCCNC(=O)Nc3cccc(Cl)c3)c(C#N)cc2c1	102	0.3
NS(=O)(=O)c1ccc(CNC(=O)c2ccccc2)s1	103	0.2
Cc1cc(C)c2c(-n3cccc3)nn(CC(=O)NC3CC3)c2n1	102	0.8
O=S(=O)(Nc1nc2ccccc2[nH]1)c1ccc2ccccc2c1	100	-0.1
Cn1c(=O)cc(OCC(=O)NCc2cccs2)c2ccccc21	100	0
C=CCN1C(=O)S/C(=C\c2ccc(OCC(=O)OC)cc2)C1=O	97	-1.3
N#Cc1ccc(C2N(c3ccccc3)CCN2c2ccccc2)cc1	97	-0.6
C(=NC1=NN(c2ccccc2)CC1)N1CCCCC1	101	-0.1
Cc1nnsc1-c1nc(-c2ccc(Cl)s2)cs1	102	-0.1
CC(C)c1cc(NC2CCCC2)n2c(nc3ccccc32)c1C#N	101	-0.4
O=C(Nc1ccccc1)C1CCCCC1	101	0
Cc1ccc(S(=O)(=O)N(c2cccc(Cl)c2)c2nc3ccccc3s2)cc1	101	-0.6
Cc1cccc(/C=C2/NC(=O)NC2=O)c1	101	0
O=C(CSC1=NNC(c2ccccn2)S1)c1ccc(Cl)cc1 (stereo unspecified)	104	0.6
COc1ccc(OC)c(NC(=O)N2CCC(CN3CCCCC3)CC2)c1	110	0
SMILES	PV pol inh	PV pol inh FP z-score
O=C(Cc1coc2cc(O)ccc12)OCC(=O)c1ccc2[nH]c(=O)[nH]c2c1	72*	-4.3*
COc1ccccc1C(=O)C1C(=O)NC23CCN(C)CC2C1c1cc(Cl)ccc1O3 (stereo unspecified)	99	-0.8
O=S1(=O)c2ccccc2N(Cc2ccccc2)c2ccccc21	104	-0.4
CCOc1ccc(-c2nc(COC(=O)C(NC(=O)c3ccco3)C(C)C)cs2)cc1OC (stereo unspecified)	103	0
CN(C)S(=O)(=O)c1ccc(S(=O)(=O)N2CCC(c3nc4c(nnn4Cc4cccc(F)c4)c(=O)[nH]3)CC2)cc1	101	-0.1
CC1=C(C(=O)OC(C)C)C(C)C(C(=O)OC(C)C)=C(C)N1	104	0.5
COc1ccc(C2C(=O)N(C3CCC(C)CC3)CC(=O)N2Cc2ccccc2Cl)cc1OC (stereo unspecified)	116	1.4
O=C(Cc1ccccc1)Nc1sc2c(c1C(=O)Nc1ccc(Br)cc1)CCCC2	104	0.2
CN1CCN(NC(=S)Nc2ccccc2)CC1	101	0.4
COc1cc2c(cc1OC)C(CC#N)=NCC2	103	0.2
O=C(Nc1cccc(-c2csc(NC(=O)c3ccc(F)cc3)n2)c1)c1ccc(F)cc1	104	0.4
Cc1ccc2nc(N3CCN(c4cccc(Cl)c4)CC3)c3nnnn3c2c1	111	0.6
CCc1nn(CCCC(=O)NCc2ccccc2Br)c(=O)c2cc3occc3n12	101	-2.5
COc1ccc(OCC(=O)OCc2cc(=O)n3nc(C4CC4)sc3n2)cc1	99	-1.3
O=c1oc2cc(O)ccc2s1	101	0.2
CC1CCCC(NC(=O)NC(=O)CN2C(=O)C3CC=CCC3C2=O)C1C (stereo unspecified)	102	-0.2
c1ccc(-c2cc3ccsc3s2)cc1	103	0.2
O=[N+]([O-])c1ccc(C(c2sc3nc(-c4ccco4)nn3c2O)N2CCC3(CC2)OCCO3)cc1 (stereo unspecified)	111	1
CC1CCC(NC(=O)CCCn2sc3ccccc3c2=O)CC1 (stereo unspecified)	100	-0.8
CCOc1ccccc1CNC(=O)c1cn(-c2ccc(OC)cc2)c(=O)c2ccccc12	107	0.1
O=C(CSc1ccccc1)Nc1c(C(=O)C2CC2)oc2ccccc12	103	0
Cc1oc2ncn3nc(CCn4c(C)nc5ccccc54)nc3c2c1C	101	0
CCC(=O)c1c(O)cc(O)cc1O	100	0.2
CCOC(=O)c1cccc(NC(=O)c2cc3c(-c4cccc(OC)c4)nn(C)c3s2)c1	106	0.3
CSc1ncc(C(=O)N2CCOCC2)n1-c1ccccc1	103	-0.1
SMILES	PV pol inh	PV pol inh FP z-score
O=S(=O)(c1cccc(-c2nn(CN3CCc4ccccc4C3)c(=S)o2)c1)N1CCCCC1	102	-0.2
CCCc1nc(-c2ccccn2)nc(OC(=O)N(C)C)c1Cc1c(F)cccc1Cl	101	-0.2
COc1ccc2nc3oc(C(=O)N4CCN(c5cc(C)ccc5C)CC4)cc3cc2c1	107	-0.5
CCOc1ccc(Br)cc1S(=O)(=O)NC1=NCCCCC1	100	-0.1
Cc1ccc2scc(N3CCOCC3)c(=O)c2c1	101	0.2
Cc1ccc(NC(=O)COC(=O)Cc2c(C)noc2C)cc1C	105	0.4
Cc1ccc(S(=O)(=O)N2Cc3ccccc3CC2C(=O)N2CCCCC2)cc1 (stereo unspecified)	103	0.4
CCN1CCc2c(sc(NC(=O)CSc3ccccc3)c2-c2nc3ccccc3s2)C1	94	-2.7
CCC(Sc1nc2ncccc2o1)C(=O)N(Cc1ccccc1)C(C)C (stereo unspecified)	97	-2.7
CCCCN1CN(CCc2ccccc2)CC2=C1CC(C)(C)CC2=O	101	0.1
O=S(=O)(NCC(c1cccs1)S(=O)(=O)c1ccccc1)c1ccc(F)cc1 (stereo unspecified)	113	1.3
NC(=O)c1ccc(NC(=O)COC(=O)C2(c3ccccc3F)CCCC2)cc1	103	0.8
CCC(NC(=O)Oc1ccc2ccccc2c1)(C(F)(F)F)C(F)(F)F	102	0.1
N#CC(CCN1CCNCC1)(c1ccccc1)c1ccccc1	99	-0.3
COc1ccc(NC(=O)Cn2c(CCC(=O)O)ccc2-c2ccccc2)cc1Cl	109	0.5
NCC1COc2ccccc2O1 (stereo unspecified)	100	-0.4
O=C(O)CC1c2ccccc2CCN1C(=O)Nc1cc(Cl)ccc1Cl (stereo unspecified)	105	-0.2
Cc1ccc(C)c(OC(=O)/C=C/c2ccco2)c1C	101	-0.1
CCN(c1ccccc1)S(=O)(=O)c1ccc(-n2cccn2)cc1	103	0.4
CC1CCCC(C)N1C(=O)COc1ccc(C(=O)O)cc1 (stereo unspecified)	101	-0.1
N#Cc1ccc(C(=O)OCC(=O)c2cc3ccccc3o2)cc1	112	1.2
COC(=O)c1ccc(COC(=O)c2ccc3ncsc3c2)o1	103	0
Cc1cccc(-c2cc3nc(-c4ccccc4)cc(=O)n3[nH]2)c1	105	0.8
Cc1csc2c(=O)sc(NC(=O)c3cccs3)nc12	103	0.1
Cc1cccc(CNC(=O)CN2C(=O)CCn3nc(-c4cn(C)c5ccccc45)cc32)c1	106	-0.2

Pulled by compound from the entries so far, 2 records:
SMILES	PV pol inh	PV pol inh FP z-score
O=C(O)CC1c2ccccc2CCN1C(=O)Nc1cc(Cl)ccc1Cl (stereo unspecified)	105	-0.2
O=S(=O)(NCC(c1cccs1)S(=O)(=O)c1ccccc1)c1ccc(F)cc1 (stereo unspecified)	113	1.3

Further entries:
SMILES	PV pol inh	PV pol inh FP z-score
COc1ccc(CCNC(=O)C2CCN(S(C)(=O)=O)CC2)cc1OC	101	0.3
Cc1cc(C(F)(F)F)nc(SCC(=O)NCc2ccccc2)n1	104	0.8
CC(C)Oc1ccc(CNC(=O)CCCN2C(=O)c3cccnc3Oc3ccc(Cl)cc32)cc1	107	0.3
C/C(CCc1ccc2c(c1)OCO2)=N\Nc1nc(C)cc(C)n1	106	0.6
C=CCc1cc(C(=O)O)cc(OC)c1OC	96	-1
CCOc1ccc(CN2C(=O)c3ccccc3Sc3ccc(C(=O)NCCCN4CCOCC4)cc32)cc1	112	1
COCc1nnc(NC(=O)/C=C/c2ccc3c(c2)OCO3)s1	97	-1.2
COC(=O)/C=C1\NC(=O)C(C)S1 (stereo unspecified)	106	0
COC(=O)CSc1cc(C)nc(N)n1	99	-0.5
CN(C)c1ccc(-c2nc3cnccn3c2Nc2ccccc2)cc1	99	-0.1
CCOC(=O)c1ccc(NC(=O)Nc2ccc3c4c(cccc24)C(=O)N3CC)cc1	109	2.2
CCOc1ccc(C2C(C(N)=O)=C(C)Nc3nc(-c4cccc(Cl)c4)nn32)cc1OC (stereo unspecified)	102	-0.9
c1ccc2c(c1)OCC(CNc1ncnc3sccc13)O2 (stereo unspecified)	112	1.2
COc1cc(NC(=O)CCCN2C(=O)CCn3nc(-c4cn(C)c5ccccc45)cc32)cc(OC)c1	106	-0.1
NC(=O)c1cc(N)ccc1N1CCOCC1	102	0.4
CCOC(=O)C1CCN(C(=O)Cn2ncc3c(C)n(Cc4ccc(Cl)cc4)c(C)c3c2=O)CC1	102	0.1
O=C(O)c1[nH]c2ccccc2c1CC(=O)N1CCN(c2ccccc2F)CC1	103	0.4
Cn1c(SC2CCOC2=O)nnc1-c1ccccc1F (stereo unspecified)	92	-1.2
CC(=O)N(CCP(=O)(c1ccccc1)c1ccccc1)Cc1ccco1	101	0.4
NNC(=O)C1CCN(c2ncc(C(F)(F)F)cc2Cl)CC1	104	0.5

Among those listed so far, 18 have a Cl atom.
SMILES	PV pol inh	PV pol inh FP z-score
O=C(Nc1ccc(C(=O)N2CCN(c3ccc(Cl)cc3)CC2)cc1)c1nsc2ccccc12	115	1.9
CC1=C(c2ccc(C(C)C)cc2)S(=O)(=O)NC1=NCc1ccc(Cl)cc1	99	-1.8
CC(=O)NC12CC3CC(C1)CC(C(=O)OCC(=O)Nc1ncc(Cl)c(C)c1Cl)(C3)C2	104	0.2
CC1CCC(NC(=O)c2ccc3c(c2)N(Cc2cccc(Cl)c2)C(=O)c2ccccc2S3=O)CC1 (stereo unspecified)	107	0.3
CCOc1ccc2nc(NCCNC(=O)Nc3cccc(Cl)c3)c(C#N)cc2c1	102	0.3
Cc1nnsc1-c1nc(-c2ccc(Cl)s2)cs1	102	-0.1
Cc1ccc(S(=O)(=O)N(c2cccc(Cl)c2)c2nc3ccccc3s2)cc1	101	-0.6
O=C(CSC1=NNC(c2ccccn2)S1)c1ccc(Cl)cc1 (stereo unspecified)	104	0.6
COc1ccccc1C(=O)C1C(=O)NC23CCN(C)CC2C1c1cc(Cl)ccc1O3 (stereo unspecified)	99	-0.8
COc1ccc(C2C(=O)N(C3CCC(C)CC3)CC(=O)N2Cc2ccccc2Cl)cc1OC (stereo unspecified)	116	1.4
Cc1ccc2nc(N3CCN(c4cccc(Cl)c4)CC3)c3nnnn3c2c1	111	0.6
CCCc1nc(-c2ccccn2)nc(OC(=O)N(C)C)c1Cc1c(F)cccc1Cl	101	-0.2
COc1ccc(NC(=O)Cn2c(CCC(=O)O)ccc2-c2ccccc2)cc1Cl	109	0.5
O=C(O)CC1c2ccccc2CCN1C(=O)Nc1cc(Cl)ccc1Cl (stereo unspecified)	105	-0.2
CC(C)Oc1ccc(CNC(=O)CCCN2C(=O)c3cccnc3Oc3ccc(Cl)cc32)cc1	107	0.3
CCOc1ccc(C2C(C(N)=O)=C(C)Nc3nc(-c4cccc(Cl)c4)nn32)cc1OC (stereo unspecified)	102	-0.9
CCOC(=O)C1CCN(C(=O)Cn2ncc3c(C)n(Cc4ccc(Cl)cc4)c(C)c3c2=O)CC1	102	0.1
NNC(=O)C1CCN(c2ncc(C(F)(F)F)cc2Cl)CC1	104	0.5

The list is partial; the hit share may differ from the screen's.
